Assay outcomes deposited in PubChem by several laboratories.
Pemphigus Ab inh: inhibitors of pemphigus antibody binding to human desmoglein-3; P32926; AID 588358; binding (percent of control), % at 10 µM; DSG3-coupled beads, scFv-anti-DSG3-GFP binding, flow cytometry; active compounds read low; actives 0.48% (n = 310,000);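 active = binding more than 3 SD below its plate's average and above zero; inconclusive = below that plate limit but binding exactly zero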;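 note: hits lower antibody fragment binding to DSG3; some compounds called inactive have numbers as strong as hits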
dFosB activator: enhances mouse delta FosB homodimer DNA binding; actives 0.99% (n = 340,000); AID 493131; purified delta FosB, TAMRA-CDK5 oligo fluorescence polarization; percent of positive-control signal above neutral wells; P13346; activation, % at 25 µM;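 active = mean activation above about 17%, with every replicate also reaching it, limit read from the data, passing the limit was not always enough; inconclusive = only one of the two conditions met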;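 note: fluorescence polarization rise as delta FosB binds a TAMRA Cdk5 AP-1 oligo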
Target sequence (P13346 whole entry, looked up): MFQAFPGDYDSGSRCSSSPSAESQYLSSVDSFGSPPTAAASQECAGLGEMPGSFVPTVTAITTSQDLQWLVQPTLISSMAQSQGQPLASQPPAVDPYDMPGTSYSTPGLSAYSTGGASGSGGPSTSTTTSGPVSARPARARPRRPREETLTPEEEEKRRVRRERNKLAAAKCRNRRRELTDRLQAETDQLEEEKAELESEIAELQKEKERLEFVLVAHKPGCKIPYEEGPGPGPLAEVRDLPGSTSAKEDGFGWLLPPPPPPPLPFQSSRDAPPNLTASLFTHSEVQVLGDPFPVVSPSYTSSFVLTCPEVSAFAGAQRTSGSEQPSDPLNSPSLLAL
NSD2 inh: blocks human histone methyltransferase NSD2; O96028; NSD2 peptide methylation, AlphaScreen, 120 min; inhibition, % at 12.5 µM; actives 0.54% (n = 310,000); in the data active = inhibition above about 50%
MITF act: increases MITF-driven TRPM1 promoter luciferase signal; SK-MEL-5 TRPM1-promoter luciferase, 24 h; % of positive control, neutral wells = 0; activation, % at 12.5 µM; actives 0.75% (n = 300,000); AID 588334;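 active = mean activation of at least 80% with every replicate also reaching 80%; inconclusive = mean reaches 80% but some replicate falls short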;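 note: 0% = neutral control wells and 100% = parthenolide positive control wells; values of inactives mirror those of a sister screen read the other way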
Arr AP2 block: human beta-arrestin and AP2 interaction inhibition | inhibition, % at 10 µM | AID 504490 | actives 0.31% (n = 340,000) | FITC-arrestin peptide / GST-AP2 beads, flow cytometry; AP2 beta2 appendage carries R879A mutation;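 active = inhibition above a set limit, near 3 SD of compounds lacking own fluorescence, cut at about 54% in these data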;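 note: plate controls were DMSO wells for no effect and 5 µM unlabelled arrestin peptide for full effect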
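system = GST-tagged AP2 beta2-adaptin appendage (R879A) on 4 µm glutathione beads | reagent = FITC-labelled arrestin peptide probe, 50 nM final | schedule = compound with beads 12 min RT, then probe 1 h RT | signal = HyperCyt-sampled flow cytometry, FL1 channel, ex 488/em 535 nm | read-out = percent response from loss of bead-bound FITC fluorescence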
Mot1-301 SUMO: SUMOylation pathway inhibition by Mot1-301 growth rescue; AID 2716; growth rescue, % at 18.8 µM; S. cerevisiae Mot1-301 growth rescue, ATP luminescence, 38.5C; percent above DMSO median, 100 means doubled; actives 1% (n = 320,000);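 active = every valid replicate shows activation above 250% relative to neutral control wells; inactive = the rest, any valid replicate at or below 250%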;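 note: OY570 slx delta 5 strain wells were the positive control but not used for scaling; some compounds called inactive have numbers as strong as hits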
PKA-R1A activ: activators of PKA-R1A complex. P00514+P68181. PKA-R1A dissociation, Cy5-IP20 fluorescence polarization; scaled: DMSO 0%, 113 µM cGMP 100%. activation, % at 11.4 µM. actives 0.083% (n = 340,000). AID 504707;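 active = percent activation above the mean of all tested compounds plus 3 SD, cut at about 19% in these data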;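 note: higher means more PKAc released from R1A so a rise in polarization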
CDK5 p35 inh: CDK5/p35 (human) kinase inhibition; Q00535+Q15078; Recombinant CDK5/p35, ADP-Glo luminescence, 60 min; inhibition, % at 10 µM; actives 0.01% (n = 330,000); AID 488839;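 active = highest replicate inhibition of at least 50% and at least 75% of replicates reaching 50%; inconclusive = only one of the two criteria met; inactive = both criteria failed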;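 note: plate controls were DMSO neutral control for no effect and GW8510 at 10 µM for full effect; many of its hits are not listed in these tables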
SR-BI uptake up: activators of SR-BI mediated HDL lipid uptake; CHO ldlA[mSR-BI] cells, DiI-HDL uptake fluorescence, 3 h; 100 = double the neutral-control signal; activation, % at 12.5 µM; actives 0.096% (n = 320,000);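 active = mean replicate activation of at least 60% and every replicate at or above 60%; inconclusive = mean or all-replicate condition met, but not both; inactive = mean below 60% and not all replicates reaching 60%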;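 note: 0% = median plate neutral-control signal and 100% = twice that signal; values of inactives mirror those of a sister screen read the other way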
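Material: SR-BI-overexpressing, LDLR-lacking CHO cells; schedule: compound exposure 3 h, 37 °C; reagent: DiI-labelled HDL at 10 µg/mL final; technique: bottom-read fluorescence, 550/595 nm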
SR-BI DiI inh: blocks mouse SR-BI lipid uptake from DiI-HDL; Q61009; ldlA[mSR-BI] CHO cells, DiI-HDL uptake fluorescence, 3 h; inhibition, % at 12.5 µM; actives 0.96% (n = 320,000);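 active = mean replicate inhibition of at least 70% and a set share of replicates each scoring 70 or more; inconclusive = meets just one of the two criteria; inactive = fails both criteria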;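 note: 0% = median of neutral control wells and 100% = median of positive control wells; values of inactives mirror those of a sister screen read the other way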
Target sequence (Q61009 whole entry, looked up): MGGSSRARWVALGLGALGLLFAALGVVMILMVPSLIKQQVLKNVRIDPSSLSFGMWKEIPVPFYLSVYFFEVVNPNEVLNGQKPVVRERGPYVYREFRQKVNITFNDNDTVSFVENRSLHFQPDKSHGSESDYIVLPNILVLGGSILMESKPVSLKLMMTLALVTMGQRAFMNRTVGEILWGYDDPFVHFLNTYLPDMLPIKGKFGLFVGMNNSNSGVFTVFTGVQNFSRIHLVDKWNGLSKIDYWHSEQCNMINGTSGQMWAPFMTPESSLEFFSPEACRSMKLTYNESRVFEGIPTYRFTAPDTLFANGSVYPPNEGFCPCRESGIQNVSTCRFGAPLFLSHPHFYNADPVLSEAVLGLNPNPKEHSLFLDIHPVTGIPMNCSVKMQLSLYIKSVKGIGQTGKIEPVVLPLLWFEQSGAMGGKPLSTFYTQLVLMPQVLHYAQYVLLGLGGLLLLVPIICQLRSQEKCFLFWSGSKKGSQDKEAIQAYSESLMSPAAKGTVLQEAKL
PKA-R2B activ: PKA-R2B complex activation; P22694+P31323; PKA-R2B holoenzyme dissociation, Cy5-IP20 fluorescence polarization; R2B truncated from residue 108, S112A mutant; 0% DMSO only, 100% 113 µM cGMP; activation, % at 11.4 µM; actives 0.079% (n = 340,000);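 active = activation above a cutoff set at the mean over all compounds plus 3 SD, cut at about 18% in these data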;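 note: higher means more holoenzyme dissociation and a rise in polarization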
* hit, by the source's call; ? = inconclusive; . = no result given.

Pemphigus Ab inh	dFosB activator	NSD2 inh	MITF act	Arr AP2 block	Mot1-301 SUMO	PKA-R1A activ	CDK5 p35 inh	SR-BI uptake up	SR-BI DiI inh	PKA-R2B activ	SMILES
101	2	-1	9	-11	-10	4	-0.1	2	-2	-5	COc1ccccc1CN1CCN(Cc2ccco2)CC1
102	0	-1	7	24	.	-5	0.3	-20	20	-8	CCc1ccc(OCC(=O)NNC(=O)c2ccc(-n3cncn3)c([N+](=O)[O-])c2)cc1
108	-5	-2	-1	-8	.	4	-3.1	18	-18	-4	O=C(CN1C(=O)NC(c2ccccc2)(c2ccccc2)C1=O)NCc1ccccc1
129	-9	-1	9	16	553*	1	0.2	-5	5	-2	O=C(CN1C(=O)NC2(CCCC2)C1=O)Nc1nc2ccccc2[nH]1
103	-9	-1	-13	-6	8	-8	-0.1	-39	39	-8	CC1CN(S(=O)(=O)c2cccc(C(=O)OCCOc3ccccc3)c2)CC(C)O1 (configuration not stated)
110	-8	2	10	-2	-13	-2	-0.3	-65	65	8	COc1ccc(-n2c(SC(C)C(=O)Nc3ncc(Cl)cc3Cl)nc3ccccc32)cc1 (configuration not stated)
.	-12	-1	-5	-3	3	2	-1.6	8	-8	3	CCOC(=O)CN(C(=O)CNC(=O)c1cccs1)C(C(=O)NC1CCCCC1)c1cccs1 (configuration not stated)
98	47*	0	-7	37	11	3	-1.4	-20	20	-2	COc1ccc(/C=C/C(=O)NC(=S)Nc2ccc(S(N)(=O)=O)cc2)cc1OC
.	-8	-4	-2	-5	10	-3	1.3	2	-2	-7	O=C(Cn1nnc(-c2ccccc2-n2cnnn2)n1)c1ccccc1
93	6	1	-7	15	-8	1	0.3	7	-7	-6	COc1ccc(NC(=O)CC(C)n2ccnc2)cc1 (configuration not stated)
.	-2	1	5	14	9	-5	-0.7	3	-3	0	Cc1c(OCC(=O)NCc2ccncc2)ccc2c3c(c(=O)oc12)CCCC3
108	-17	3	3	37	2	3	0.1	4	-4	13	CC(C)c1ccc(/C=C2\SC(N3CCOCC3)=NC2=O)cc1
94	-3	7	-60	-3	0	2	0.2	-15	15	-7	O=C(Nc1nc(-c2ccccn2)cs1)c1ccc([N+](=O)[O-])o1
94	-6	.	-14	3	-9	0	0.9	6	-6	0	COCCN1C(=O)N[C@@H](c2cccc(C(F)(F)F)c2)[C@@H](C(=O)OC)[C@H]1C
103	-1	0	.	6	-4	-4	0.0	11	-11	-41	CCOC(=O)C(=O)/C(C#N)=C/Nc1ccc(F)cc1
118	3	6	-4	7	-3	-3	-0.4	-41	41	1	O=C(CC1C(=O)NCCN1Cc1ccc(F)cc1)NCCN1CCCc2ccccc21 (configuration not stated)
107	-19	7	3	6	614*	-10	-6.3	?	-160	-6	CC(C)c1ccc(-c2cc(C(=O)N3CCOCC3)c3cc(Br)ccc3n2)cc1
103	-4	-1	18	-25	2	0	1.2	-17	17	5	COc1ccc(-c2csc(NC(=O)CSCC(=O)Nc3cc(C)on3)n2)c(OC)c1
120	-6	9	.	3	69	-1	-5.6	-16	16	-2	CC(C)/C=C/CN1CCCC(N2CCN(c3cccc(Cl)c3)CC2)C1 (configuration not stated)
81	-9	2	-9	-1	-7	-8	-1.8	-4	4	-1	CCCCOc1ccc(-c2nnc(-c3cc[n+](C)cc3)o2)cc1
100	1	.	3	-2	-6	-1	0.0	-4	4	-13	Cc1nn(C2CCCCC2)c(N)c1-c1ccccc1
129	-5	.	7	-7	-11	-11	-0.2	.	.	1	CSc1ccc(-c2nc(CN3CCCCC3c3cccnc3)c(C)o2)cc1 (configuration not stated)
100	-2	-2	-7	.	-3	-1	2.6	10	-10	1	COc1ccccc1NS(=O)(=O)c1cccs1
97	-14	0	-6	2	-30	7	0.2	8	-8	-4	CCCC(=O)N(Cc1cc(=O)[nH]c2ccccc12)c1ccc(C)cc1C
116	4	6	.	6	16	-7	-0.6	-2	2	-4	CN(C)CCNC(=O)c1csc(Nc2cccc3ccccc23)n1
104	-4	18	-4	2	111	-4	-3.5	30	-30	0	CCCCNC(=O)NC12CC3CC(CC(C3)C1)C2
104	-3	-1	25	50	-5	-2	-0.8	8	-8	2	O=C1C2CC=CCC2C(=O)N1Cc1nnc(-c2ccc(Cl)cc2)o1 (configuration not stated)
103	-3	.	2	-8	.	-14	-1.6	10	-10	2	O=[N+]([O-])c1ccc(COc2cccc(CN3CCCCC3)c2)cc1
118	-1	0	-10	11	-5	-1	-0.2	-69	69	7	Cc1oc(S(=O)(=O)N(C)C)cc1C(=O)Nc1ccc(Cl)cc1
.	-7	-1	-1	-20	1	-8	-1.9	-14	14	-6	COc1ccc(C(=O)N2CCN(c3ccc(C(C)=O)cc3)CC2)cc1S(=O)(=O)N1CCCC1
.	-2	-3	-1	-10	-3	-10	-1.0	-1	1	-6	CSc1ccccc1NC(=O)COC(=O)Cn1cc(C(F)(F)F)ccc1=O
104	-5	2	-4	-6	12	2	-0.7	-56	56	-1	COC(=O)N/N=C/c1cn(CCOc2ccc(OC)cc2)c2ccccc12
92	15	5	4	11	109	-11	0.5	-9	9	-9	Cc1ccc(NC(=O)CCc2nc3ccccc3[nH]2)cc1C
99	-4	0	.	1	8	1	0.8	1	-1	4	Cc1cc(N2CCOCC2)n2nc(C(F)(F)F)c(-c3ccccc3)c2n1
.	-6	-4	-3	42	-6	8	-2.2	-5	5	-2	Cc1ccc(-n2ccc(=O)c(C(=O)Nc3ccc(S(=O)(=O)Nc4nccs4)cc3)n2)cc1
103	8	17	2	28	.	0	-1.2	35	-35	-3	C(#Cc1ccc(C#CCN2CCCC2)cc1)CN1CCCC1
99	-2	0	-82	5	2	4	3.3	-13	13	1	FC(F)(F)c1nnc2c(Sc3ccccc3)nc3ccc(Cl)cc3n12
99	-9	-5	1	10	-17	-6	0.2	.	.	-2	CC(NC(=O)c1cccc(S(=O)(=O)N(C)C)c1)C1CC2CCC1C2 (configuration not stated)
.	-6	.	9	3	268	-2	1.3	.	.	-1	C/C(CC(=O)Nc1c(Cl)cccc1C(F)(F)F)=N\NC(=O)c1cnccn1
89	7	5	-9	6	-17	9	-0.4	14	-14	4	COCCn1nnnc1C(c1ccc2ncccc2c1)N1CCc2ccccc21 (configuration not stated)
116	-13	26	-2	10	-14	4	1.6	18	-18	-7	CCNC(=S)NNC(=O)c1cc(-c2cccnc2)nc2ccccc12
108	-4	1	-3	5	.	-5	-5.1	-2	2	-7	Cc1noc(NS(=O)(=O)c2ccc(NC(=O)c3cc(S(=O)(=O)Nc4ccc(F)cc4)ccc3Cl)cc2)c1C
136	-2	3	-71	-7	.	-2	-4.9	-118	118*	-10	O=[N+]([O-])c1ccc(N/N=C/c2sc(N3CCOCC3)nc2-c2ccccc2)c(S(=O)(=O)Nc2ccc(Cl)cc2)c1
107	-3	-1	-15	2	6	-4	0.0	17	-17	8	Cc1cccc(C)c1NC(=O)NC1(C(=O)NCCN2CCOCC2)CCCCC1
.	-8	-2	.	10	3	0	-2.5	-4	4	-8	COCCn1c(=O)[nH]c2cc(C(=O)NCCN3CCN(c4ccc(OC)cc4)CC3)ccc2c1=O
99	2	1	-10	7	-7	-1	1.7	-21	21	13	COc1ccc(N2C(=O)/C(=C\c3ccco3)N=C2SCC(=O)NC(C)C)cc1Cl
101	-3	1	.	8	2	-4	-1.9	-7	7	-19	CCCNS(=O)(=O)c1ccc(CCC(=O)N2CCCCC2)cc1
